PhoP inhibition: PhoP-dependent GFP reporter repression – Salmonella Typhimurium, primary screen (AID 1863); S. Typhimurium PhoP-regulated promoter GFP reporter, 4 h; higher % means a stronger effect; inhibition, % at 50 µM; hits with a dose series show IC50 in µM; hit rate 0.16% among 300,000;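 active means inhibition over 29.93%, a cutoff 3 SD above the screen mean, later confirmed by dose response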;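 further: 0% = low Mg2+ inducing control and 100% = high Mg2+ repressing control; strong numbers were not always called active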
NTR1 ag: NTR1-driven beta-arrestin-GFP spot formation – imaging, U2OS cells, high content, primary screen (AID 493036) | P30989 | agonist mode | activation, % at 20 µM | hit rate 0.17% among 330,000;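 active means activation at or above 40% of the spot to cytoplasm intensity ratio, with at least 20 cells analyzed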;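 further: 0% = DMSO without peptide and 100% = 100 nM NTR1 peptide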
Target sequence (P30989 whole entry, looked up): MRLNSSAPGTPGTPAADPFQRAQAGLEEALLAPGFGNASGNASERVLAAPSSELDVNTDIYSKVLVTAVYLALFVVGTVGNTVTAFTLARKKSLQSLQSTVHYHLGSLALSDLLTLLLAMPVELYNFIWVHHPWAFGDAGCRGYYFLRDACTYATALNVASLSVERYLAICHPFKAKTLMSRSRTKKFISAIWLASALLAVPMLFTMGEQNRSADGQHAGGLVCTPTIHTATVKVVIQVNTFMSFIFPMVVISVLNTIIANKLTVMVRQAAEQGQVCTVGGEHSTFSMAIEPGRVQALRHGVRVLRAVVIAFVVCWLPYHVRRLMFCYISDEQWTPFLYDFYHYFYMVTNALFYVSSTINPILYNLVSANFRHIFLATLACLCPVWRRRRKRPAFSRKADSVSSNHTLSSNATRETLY
GPR35 arrestin U2OS: inhibition of zaprinast-stimulated GPR35 beta-arrestin translocation – imaging, U2OS, beta-arrestin-GFP, zaprinast agonist, primary screen (AID 2058). hit rate 0.052% among 290,000. inhibition, % at 10 µM; hits with a dose series show IC50 in µM. U2OS GPR35 beta-arrestin-GFP translocation imaging, zaprinast antagonism; higher % means a stronger effect;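 active means inhibition of at least 50% with at least 30 cells and total cytoplasm GFP at most 10,000,000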
Siah-1 displacement: blockers of Siah-1 interaction with plectin peptide – biochemical, fluorescence polarization, rhodamine-plectin, uHTS, primary screen (AID 1817); displacement, % at 20 µM, or IC50 in µM where a hit was titrated; Siah-1 / rhodamine-plectin peptide fluorescence polarization; higher % means a stronger effect; hit rate 0.02% among 290,000;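 active means displacement of at least 50% at 20 µM, with a fluorescence ratio check between 0.3 and a set limit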;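 further: plate controls were Siah plus tracer with DMSO for no effect and tracer alone without Siah for full effect; strong numbers were not always called active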
LYP inhibition: inhibitors of LYP phosphatase, biochemical, fluorescence intensity, uHTS (AID 1779); recombinant LYP phosphatase, fluorescence intensity; higher % means a stronger effect; inhibition, % at 11.5 µM; hits with a dose series show IC50 in µM; hit rate 0.054% among 290,000; in the data active means inhibition above about 50%;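 further: plate controls were vehicle with enzyme for no effect and no enzyme for full effect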
GPR55 antagonists: GPR55 antagonists blocking LPI-driven arrestin recruitment, primary screen, imaging, U2OS, beta-arrestin-GFP, LPI agonist (AID 2013); U2OS GPR55 beta-arrestin-GFP translocation imaging, LPI antagonism; higher % means a stronger effect; inhibition, % at 10 µM; hits with a dose series show IC50 in µM; hit rate 0.13% among 290,000;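 active means spots per cell inhibited over 60%, with over 100 cells counted and total cytoplasm intensity under 500,000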;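 further: U2OS cells stably carrying GPR55 and arrestin-GFP stimulated by 5 µM LPI near EC80; imaged beta-arrestin-GFP aggregate spots per cell after agonist stimulation; plate controls were LPI-stimulated DMSO wells for no effect and DMSO wells without LPI for full effect; some results filed as inactive read as strong as hits; confirmed hits need IC50 under 10 µM and bright autofluorescent wells are also inconclusive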
HIV fusion peptide: cell-free HIV fusion peptide-binding blockers – biochemical, uHTS, fluorescence dequenching, primary screen (AID 1986); cell-free peptide binding, fluorescence dequenching, 30 min; higher % means a stronger effect; hit rate 0.3% among 290,000; one-dose inhibition, % at 20 µM; IC50 in µM for titrated hits; in the data active means inhibition mostly above about 52%, no sharp cut-off; inactive means mostly below about 76%; further: some results filed as inactive read as strong as hits
Myeloid diff MLP: promotes myeloid progenitor differentiation. ER-HoxA9 myeloid progenitors, lysozyme-GFP differentiation, flow cytometry. calls only at 10 µM. hit rate 1% among 360,000;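 active means normalized GFP-positive differentiation at or above the plate's own cutoff, the solvent-only control mean plus 3 SD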;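 further: cells exposed to compound for four days before flow analysis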
MgcRacGAP inhibition: MgcRacGAP GTPase-activating activity inhibitors, confirmation, biochemical, ADP Hunter fluorescence; MgcRacGAP-stimulated Rac1 GTP hydrolysis, ADP Hunter fluorescence; higher % means a stronger effect; GST-tagged Rac1 F28L mutant substrate; one-dose inhibition, % at 30 µM; IC50 in µM for titrated hits; hit rate 0.6% among 340,000;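 active means first-screen hits whose inhibition reached a set limit at any dose in the follow-up dose series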;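 further: fluorescence reports GDP produced by GAP-driven GTP hydrolysis; strong numbers were not always called active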
NTR1 ag cell count 20 µM: second read-out of NTR1 ag, no call of its own (marks repeat the call); cell count; measured here: cell count, cytotoxicity flag
Myeloid diff MLP GFP+ MAC1+ %: also measured in Myeloid diff MLP; calls as there; GFP+ MAC1+ double positive, %; measured here: differentiation confirmed by MAC1 staining
The depositor's hits bear a star; i = inactive; / = no result given.

Results follow in this order: PhoP inhibition	NTR1 ag	NTR1 ag cell count 20 µM	GPR35 arrestin U2OS	Siah-1 displacement	LYP inhibition	GPR55 antagonists	HIV fusion peptide	Myeloid diff MLP	Myeloid diff MLP GFP+ MAC1+ %	MgcRacGAP inhibition
(1) CCC(C)Nc1nc(N)c([N+](=O)[O-])c(Nc2ccccc2OC)n1 (configuration not stated)
→ -10%	10	55	0%	3%	3%	4%	-1.8%	i	0.3	-15%
(2) Cc1csc(/C(C#N)=N/O)n1
→ -23%	1.8	44	2%	1%	-7%	-9%	-0.4%	i	1.8	5%
(3) CCCCCCCCCCCCOC(=O)C[N+](C)(C)C
→ 1%	-1.8	50	-13%	4%	-5%	4%	0.0%	/	/	/
(4) CCCCN(C(=O)NC(=O)Nc1cc(C)ccc1C)S(C)(=O)=O
→ 4%	6.7	59	2%	-2%	-4%	4%	-0.1%	i	7.5	3%
(5) CC1CCN(CC(O)COc2ccc(C(=O)c3ccccc3)cc2)CC1 (configuration not stated)
→ -2%	2.7	55	-6%	1%	-7%	12%	-0.5%	i	0.3	4%
(6) COc1ccc(C(=O)C2CCCN(C(=O)c3cc4nc(C)cc(C)n4n3)C2)cc1F (configuration not stated)
→ -3%	0.5	44	-1%	5%	-3%	8%	-1.0%	i	0.0	4%
(7) Cc1cc(C)c(C(=O)CSc2nnc(-c3ccccc3Br)o2)cc1C
→ 24%	/	/	-1%	-2%	1%	-16%	-0.9%	i	0.8	3%
(8) CCC1=Nc2ccccc2-c2nnc(SC)nc2O1
→ 26%	2.2	61	2%	1%	-5%	30%	-1.9%	i	1.0	9%
(9) CN1C(=O)C(CC(=O)NCC2CCCCC2)SC1=Nc1ccccc1 (configuration not stated)
→ -1%	0.6	41	-8%	1%	-4%	-2%	-0.7%	i	0.8	-39%
(10) O=C(Cc1ccccc1[N+](=O)[O-])NC1CC1
→ -6%	-0.2	50	24%	-6%	-6%	-1%	-1.4%	i	0.1	-1%
(11) COc1ccc(C)cc1S(=O)(=O)N1CC(C)OC(C)C1 (configuration not stated)
→ 8%	0.9	47	2%	-2%	-1%	8%	-1.0%	i	0.6	-1%
(12) O=C(Nc1ccc(N2CCOCC2)cc1N1CCOCC1)c1ccc(Br)cc1
→ -8%	-0.1	64	0%	-1%	-6%	15%	1.7%	i	0.9	14%
(13) O=C(NCc1ccccc1)c1nc2c(nnn2Cc2cccc(Cl)c2)c(=O)[nH]1
→ -3%	-0.3	43	5%	3%	-5%	9%	17%	i	1.2	7%
(14) COc1ccc(C(CCN2CCN(c3ccccc3)CC2)c2c(O)cc(OC)cc2OC)cc1 (configuration not stated)
→ -5%	-2.6	103	-9%	4%	3%	14%	0.4%	i	2.1	7%
(15) O=C(Nc1ccc(F)cc1)N(Cc1nnc2n1CCCCC2)c1ccccc1
→ 2%	2.2	59	5%	3%	-11%	4%	0.3%	i	0.9	12%
(16) Cc1ccc(Cn2c(N/N=C/c3ccncc3)nc3c2c(=O)n(C)c(=O)n3C)cc1
→ 4%	0.3	58	14%	-5%	-6%	-13%	-1.6%	i	0.5	19%
(17) O=C(CCSc1nc(-c2ccco2)cc(C(F)(F)F)n1)NCc1cccs1
→ 0%	2.3	51	-4%	-2%	4%	10%	4.1%	i	0.8	9%
(18) O=C(CN1CCOCC1)NC1C2CC3CC(C2)CC1C3 (configuration not stated)
→ 5%	-3.4	40	3%	-1%	-8%	5%	-1.7%	i	2.2	5%
(19) CCOc1ccc(S(=O)(=O)N2CCCC(C(=O)N3CCOCC3)C2)cc1C (configuration not stated)
→ 8%	-0.1	72	9%	-3%	-9%	5%	-0.7%	i	1.5	5%
(20) CSc1ccc(S(=O)(=O)NC2CC2)cc1
→ 7%	3.3	46	2%	-1%	-7%	13%	0.0%	i	0.5	15%
(21) COc1cc(C(=O)NCC(c2ccccc2)N(C)C)ccc1OCC(=O)N1CCOCC1 (configuration not stated)
→ -9%	-0.2	42	7%	0%	-4%	-7%	-1.4%	i	0.8	2%
(22) CCN(CCn1cccn1)C(=O)C1CCC(=O)N(CCN2CCOCC2)C1 (configuration not stated)
→ 6%	0.0	56	-2%	0%	-7%	-12%	-0.5%	i	0.9	2%
(23) O=C(/C=C\c1ccc2c(c1)OCO2)CC1(O)C(=O)Nc2ccccc21 (configuration not stated)
→ 2%	-2.3	56	9%	-2%	0%	9%	-3.3%	i	0.3	14%
(24) COC(=O)C1=C(COc2ccc(F)cc2)NC(=O)NC1c1ccc(C)cc1C (configuration not stated)
→ -9%	3.7	50	-9%	0%	-4%	2%	0.0%	i	5.9	3%
(25) Cc1ccc(S(=O)(=O)NCC2CCC(C(=O)NC3CCCCC3)CC2)cc1 (configuration not stated)
→ -4%	-0.2	88	-6%	-4%	-10%	11%	-1.2%	i	0.6	6%
(26) C=CCc1cccc(C=Nc2c[nH]c(=O)[nH]c2=O)c1O
→ -4%	2.0	65	-6%	13%	-12%	-10%	-1.0%	i	2.0	5%
(27) Cc1ccc(OCCN2CCN(c3nc(NCc4ccco4)c4ccccc4n3)CC2)cc1
→ 28%	50*	69*	-5%	2%	-1%	29%	0.0%	i	1.4	6%
(28) COc1ccc2cc(CN(Cc3cccs3)Cc3nnnn3Cc3ccccc3)c(=O)[nH]c2c1
→ 4%	8.3	90	-8%	12%	-6%	2%	-0.3%	i	1.1	7%
(29) CC(=O)Nc1ccccc1NC(=O)CN(C)S(=O)(=O)c1ccc(C)cc1
→ -2%	0.3	83	12%	-8%	-2%	5%	-1.2%	i	0.8	8%
(30) O=C(COc1ccccc1)Nc1cccc(-c2nn[nH]n2)c1
→ -8%	2.0	45	-9%	2%	-4%	-4%	3.5%	i	0.6	8%
(31) C/C(=N/O)c1no[n+]([O-])c1/C(C)=N\O
→ -12%	-0.4	67	0%	-1%	-4%	-6%	-0.3%	i	0.5	3%
(32) CN(Cc1nc(-c2cccs2)no1)CC(O)c1ccccc1 (configuration not stated)
→ -6%	4.1	61	4%	1%	-5%	-9%	-0.8%	i	1.0	-2%
(33) COC(=O)C(NS(=O)(=O)c1ccc(NC(C)=O)cc1)C(C)C (configuration not stated)
→ -7%	1.2	40	-2%	0%	-5%	16%	3.4%	i	5.0	14%
(34) COc1cc(OC)cc(C(=O)NC2CCN(C(=O)N3c4ccccc4Sc4ccccc43)CC2)c1
→ 25%	2.3	45	0%	-1%	2%	1%	0.8%	i	2.3	10%
(35) CC1=N/C(=C/c2ccc([N+](=O)[O-])cc2)C(=O)N1c1ccc(Cl)cc1Cl
→ -11%	4.5	48	-6%	0%	-9%	-10%	-3.2%	i	5.8	0%
(36) Cn1/c(=N/NC(=O)c2ccccc2F)sc2ccccc21
→ 3%	-0.1	47	-3%	13%	-4%	-14%	-0.6%	i	0.1	7%
(37) CC(=O)[C@H]1[C@H]([C@H](O)[C@H](O)CO)O[C@](O)(C(=O)O)C[C@@H]1O
→ -1%	-0.6	90	/	/	/	/	/	i	1.5	0%
(38) CN(C)CCCC1(O)c2ccccc2CCc2ccccc21
→ -4%	-0.5	49	7%	0%	-8%	7%	-0.8%	i	0.2	6%
(39) O=C(CNC(=O)c1ccco1)OCc1ccc(C(=O)c2ccccc2)cc1
→ -1%	-0.1	46	6%	1%	-4%	-2%	2.0%	i	0.2	4%
(40) COc1ccc(C(OCC(O)CN(C)C2CCCCC2)c2ccc(OC)cc2)cc1 (configuration not stated)
→ 2%	1.2	64	-15%	-7%	-4%	1%	-1.2%	i	2.4	-1%

Three entries from above, as a markdown table.
| no. | Molecule | PhoP inhibition | NTR1 ag | NTR1 ag cell count 20 µM | GPR35 arrestin U2OS | Siah-1 displacement | LYP inhibition | GPR55 antagonists | HIV fusion peptide | Myeloid diff MLP | Myeloid diff MLP GFP+ MAC1+ % | MgcRacGAP inhibition |
| --- | --- | --- | --- | --- | --- | --- | --- | --- | --- | --- | --- | --- |
| 29 | CC(=O)Nc1ccccc1NC(=O)CN(C)S(=O)(=O)c1ccc(C)cc1 | -2% | 0.3 | 83 | 12% | -8% | -2% | 5% | -1.2% | i | 0.8 | 8% |
| 27 | Cc1ccc(OCCN2CCN(c3nc(NCc4ccco4)c4ccccc4n3)CC2)cc1 | 28% | 50* | 69* | -5% | 2% | -1% | 29% | 0.0% | i | 1.4 | 6% |
| 4 | CCCCN(C(=O)NC(=O)Nc1cc(C)ccc1C)S(C)(=O)=O | 4% | 6.7 | 59 | 2% | -2% | -4% | 4% | -0.1% | i | 7.5 | 3% |

Following part:
Results follow in this order: PhoP inhibition	NTR1 ag	NTR1 ag cell count 20 µM	GPR35 arrestin U2OS	Siah-1 displacement	LYP inhibition	GPR55 antagonists	HIV fusion peptide	Myeloid diff MLP	Myeloid diff MLP GFP+ MAC1+ %	MgcRacGAP inhibition
(41) N#Cc1nc(-c2ccccc2)oc1N1CCCCC1
→ 5%	2.9	52	5%	1%	-13%	10%	-2.3%	i	5.7	7%
(42) CC(C)NC(=S)N/N=C/c1sc(N2CCCCC2)nc1-c1cccs1
→ 15%	5.1	60	-6%	2%	-8%	8%	3.5%	i	0.3	7%
(43) COc1cc2c(cc1OC)C(C(=O)NCC1COc3ccccc3O1)C(c1cccnc1)N(C)C2=O (configuration not stated)
→ -10%	26	83	20%	-2%	-4%	8%	-0.7%	/	/	/
(44) O=C1NC(=O)/C(=C\c2ccccc2OCc2ccccc2)S1
→ -8%	3.0	100	-6%	-2%	2%	-6%	48%	i	0.3	13%

3 of these compounds, reformatted.
39. O=C(CNC(=O)c1ccco1)OCc1ccc(C(=O)c2ccccc2)cc1
20. CSc1ccc(S(=O)(=O)NC2CC2)cc1
35. CC1=N/C(=C/c2ccc([N+](=O)[O-])cc2)C(=O)N1c1ccc(Cl)cc1Cl

compound no. | 39 | 20 | 35
PhoP inhibition | -1% | 7% | -11%
NTR1 ag | -0.1 | 3.3 | 4.5
NTR1 ag cell count 20 µM | 46 | 46 | 48
GPR35 arrestin U2OS | 6% | 2% | -6%
Siah-1 displacement | 1% | -1% | 0%
LYP inhibition | -4% | -7% | -9%
GPR55 antagonists | -2% | 13% | -10%
HIV fusion peptide | 2.0% | 0.0% | -3.2%
Myeloid diff MLP | i | i | i
Myeloid diff MLP GFP+ MAC1+ % | 0.2 | 0.5 | 5.8
MgcRacGAP inhibition | 4% | 15% | 0%

Screening data deposited in PubChem by several laboratories.
